BCR signal inh: qHTS Assay to Find Inhibitors of Chronic Active B-Cell Receptor Signaling. ABC-DLBCL IkBa-CBG/CBR reporter, luminescence ratio, 4 h. Potency, µM (top dose mostly 46.1 µM), without a hit: top-dose ratio change, negative = lower green/red ratio, most hits filed as inhibitors. 0.05% of 340,000 active; active means well fitted inhibition curve with a large enough effect in the signal ratio, with a control signal flat, not every such curve was filed as active; inconclusive means small, poorly fitted or top-dose-only effect, or effect the other way, or a change in a side signal; the % refers to the signal ratio;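 further: potency means the concentration at half of the fitted maximal effect; plate controls were basal doxycycline-induced cells for no effect and cells given 10 µM MG132 for full effect; MG132 reads +100%, hits lower the ratio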
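TMD8 human ABC-DLBCL cells with doxycycline-inducible IκBα–green luciferase fusion and unfused red luciferase, in 0.5% FBS medium; compounds up to 46 uM, 4 h at 37C. Green/red luminescence ratio, filter-overlap corrected, fitted to concentration-response curves.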
FBPA coupling cs: qHTS Assay for Inhibitors of Fructose-1,6-bisphosphate Aldolase from Giardia Lamblia: Coupling assay counterscreen; 0.67% of 290,000 active; activity change, negative = inhibition, % at 58.2 µM, hits read low; coupling enzyme system counterscreen, AmpLite Red fluorescence; in the data active means activity change below about -30%; further: on the % scale 0 is the no-effect control and ±100 the full control effect
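First, compound is pin-transferred into glyceraldehyde-3-phosphate coupling-enzyme reagent at 57.5 uM final and held 10 min at RT. Next, substrate, coupling system and AmpLite Red are added. After 20 min RT, fluorescence (525/598 nm) is read.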
PKM2 act: qHTS Assay for Activators of Human Muscle isoform 2 Pyruvate Kinase | purified PKM2, Kinase-Glo ATP luminescence, activation; response scale: 0% is enzyme alone, no compound | 0.34% of 260,000 active | Pyruvate kinase PKM (Homo sapiens), P14618 | AID 1631, 2009 | Potency, µM (doses to about 57.5 µM), for the others: top-dose activation, most hits filed as activators; further: potency means the concentration at half of the fitted maximal effect; on the % scale 0 is the no-effect control and ±100 the full control effect; nearly all actives have a fitted effect of over 55% in size
Target sequence (P14618 whole entry, looked up, canonical isoform): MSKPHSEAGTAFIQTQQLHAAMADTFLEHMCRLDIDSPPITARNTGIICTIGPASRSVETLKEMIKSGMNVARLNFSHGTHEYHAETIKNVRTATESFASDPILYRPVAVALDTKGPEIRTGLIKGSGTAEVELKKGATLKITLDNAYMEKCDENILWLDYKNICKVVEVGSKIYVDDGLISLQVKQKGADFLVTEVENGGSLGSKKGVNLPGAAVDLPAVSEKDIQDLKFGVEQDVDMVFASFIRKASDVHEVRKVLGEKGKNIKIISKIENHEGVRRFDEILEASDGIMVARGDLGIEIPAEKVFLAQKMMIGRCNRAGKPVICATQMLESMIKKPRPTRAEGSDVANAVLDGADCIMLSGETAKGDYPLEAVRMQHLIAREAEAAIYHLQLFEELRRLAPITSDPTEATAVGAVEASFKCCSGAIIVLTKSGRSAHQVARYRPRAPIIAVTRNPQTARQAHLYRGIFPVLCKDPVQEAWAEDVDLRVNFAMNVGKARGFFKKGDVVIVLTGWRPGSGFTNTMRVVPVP
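Kinase-Glo luminescence reports ATP generated from ADP (0.1 mM) and PEP (0.5 mM) by purified hPK-M2 after 1 h at room temperature, pH 7.2 imidazole buffer; intermediate enzyme activity allows detecting inhibitors and activators.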
Giardia kill: Small Molecules that selectively kill Giardia lamblia: qHTS | 0.15% of 340,000 active | activity change, % at 7.66 µM, hits read low | Giardia lamblia trophozoite viability; in the data active means activity change below about -80%; inconclusive means between about -30% and that limit;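 further: parasites exposed to compound for two days anaerobically before the ATP read; on the % scale 0 is the no-effect control and ±100 the full control effect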
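Viability, read as ATP luminescence: trophozoites at 100 cells/well, compound added, 48 hrs anaerobic at 37 deg C, then 15-30 min room-temperature development before reading.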
Menin-MLL TR inh: qHTS Assay for Inhibitors Targeting the Menin-MLL Interaction in MLL Related Leukemias: Competition With Texas Red Labeled MLL-derived Mutant Peptide; Menin + Texas Red MLL mutant peptide, fluorescence polarization; Potency, µM (titrated, usually from 61.6 µM), for the others: at the top dose FP activity change, negative = inhibition, usual class: inhibitors; 0.23% of 270,000 active; active means well fitted inhibition curve with a large enough effect in the polarisation, with a control signal flat, not every such curve was filed as active; inconclusive means small, poorly fitted or top-dose-only effect, or effect the other way, or a change in a side signal; inactive means no such curve, though single readings can be large or run the other way; the % refers to the polarisation; further: potency means the concentration at half of the fitted maximal effect; % of control where 0% means no effect; many of its hits are not listed in these tables
Integrin act MD: qHTS for Activators of Integrin-Mediated Alleviation for Muscular Dystrophy; alpha7betagal myoblasts, beta-gal FDG fluorescence, 48 h; Potency, µM (highest dose often 38.3 µM), for inactives: at the top dose activation, most hits filed as activators; 0.064% of 350,000 active; AID 624291, 2012;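 further: potency means the concentration at half of the fitted maximal effect; 100% = response of the positive control SU9516; nearly all actives have a fitted effect of over 60% in size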
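Alpha7betagal+/- myoblasts (passage 13) were plated 16-24 hr, then exposed to compounds (1:260 dilution of DMSO stock) for 48 hours at 37C. After MPER lysis, β-galactosidase reporter activity was read as FDG fluorescence (ex 480/em 540) after 30 minutes.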
Tb PFK inh: qHTS Assay to Find Inhibitors of T. brucei phosphofructokinase. Potency, µM (highest dose often 57.5 µM), inactives show at the top dose activity, negative = inhibition, hits mostly inhibitors. T. brucei PFK, ADP-Glo luminescence. 0.17% of 330,000 active;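 further: potency means the concentration at half of the fitted maximal effect; 0% = uninhibited 1x PFK enzyme wells and -100% = no-enzyme wells; nearly all actives have a fitted effect of over 60% in size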
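Luminescent ADP detection (ADP-Glo, two-step: ATP depletion then ADP-to-ATP conversion for luciferase) reported PFK activity after 45 min room-temperature reaction of 1.25 nM enzyme with 0.5 mM F6P and 0.1 mM ATP at pH 8.0.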
GALK inhibitor: qHTS Assay for Inhibitors of Human Galactokinase (GALK) | Purified GALK, Kinase-Glo residual ATP luminescence | Potency, µM (titrated, usually from 57.5 µM), without a hit: top-dose activity change, negative = inhibition, usual class: inhibitors | AID 1868, 2009 | 0.007% of 270,000 active | P51570; further: potency means the concentration at half of the fitted maximal effect; on the % scale 0 is the no-effect control and ±100 the full control effect
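Kinase-Glo Plus luminescence measured ATP left after a 1 h room-temperature reaction. The reaction used 5 nM GALK, 100 uM galactose and 35 uM ATP at pH 8.0 (20 mM HEPES, 5 mM MgCl2, 60 mM NaCl, 1 mM DTT, 0.01% BSA).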
PTAP TSG101 blk: qHTS Assay for Iinhibitors of HIV-1 Budding by Blocking the Interaction of PTAP/TSG101. Tumor susceptibility gene 101 protein (Homo sapiens), Q99816. Fluorescence polarization, FITC-PTAP peptide / Tsg101 binding. Potency, µM (series often up to 115 µM), for inactives: at the top dose activity change, negative = inhibition, usual class: inhibitors. 340,000 tested, under 10 active. AID 493005, 2010; active means well fitted inhibition curve with a large enough effect in the main read-out, with a control signal flat, not every such curve was filed as active; inconclusive means small, poorly fitted or top-dose-only effect, or effect the other way, or a change in a side signal; inactive means no such curve, though single readings can be large or run the other way; further: potency means the concentration at half of the fitted maximal effect; % of control where 0% means no effect
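Fluorescence polarization binding of Tsg101 binding domain (10 uM final) to FITC-labeled PTAP peptide (50 nM final) in HEPES pH 7.5 buffer with NaCl, Tween 20, EDTA, TCEP. Compounds added before peptide; binding 20 min at RT.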
S-ASM inh: Inhibitors of Secretory Acid Sphingomyelinase (S-ASM): qHTS | Sphingomyelin phosphodiesterase (Homo sapiens), P17405 | placental ASM, HMU-PC fluorogenic substrate, 60 min | Potency, µM (highest dose often 57.5 µM), for the others: at the highest dose activity change, negative = inhibition, usual class: inhibitors | 0.006% of 340,000 active; further: potency means the concentration at half of the fitted maximal effect
Target sequence (P17405 47-631 limits assumed): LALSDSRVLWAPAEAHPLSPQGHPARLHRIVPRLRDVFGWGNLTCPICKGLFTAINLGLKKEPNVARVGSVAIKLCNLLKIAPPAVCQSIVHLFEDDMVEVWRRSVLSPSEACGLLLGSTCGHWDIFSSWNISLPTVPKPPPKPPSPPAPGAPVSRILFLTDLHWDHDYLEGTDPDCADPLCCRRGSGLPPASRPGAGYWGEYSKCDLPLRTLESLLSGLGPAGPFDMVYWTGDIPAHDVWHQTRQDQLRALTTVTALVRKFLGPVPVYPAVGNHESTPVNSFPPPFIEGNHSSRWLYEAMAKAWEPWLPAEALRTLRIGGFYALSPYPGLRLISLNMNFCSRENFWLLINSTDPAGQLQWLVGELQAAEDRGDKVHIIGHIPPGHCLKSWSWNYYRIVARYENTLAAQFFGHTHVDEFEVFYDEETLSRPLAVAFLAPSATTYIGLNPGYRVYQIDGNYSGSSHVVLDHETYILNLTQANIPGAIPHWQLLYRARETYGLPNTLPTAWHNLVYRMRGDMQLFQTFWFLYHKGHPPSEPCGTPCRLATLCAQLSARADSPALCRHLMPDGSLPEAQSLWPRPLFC
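Fluorescence read-out (Ex 386 nm, Em 447 nm) after stopping the reaction at pH 10. Enzyme: ASM from human placenta; substrate HMU-PC0, 9 uM final; 60 min, 37 °C. Compound preincubation 10 min, ambient temperature.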
B2AR arrestin: qHTS assay of beta-arrestin-biased ligands of beta2-adrenergic receptor; Beta-2 adrenergic receptor (Homo sapiens), P07550; 0.02% of 330,000 active; beta-arrestin recruitment to beta2AR, cell-based reporter; Potency, µM (titrated, usually from 46.1 µM), for inactives: at the highest dose activation, hits mostly activators;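 further: potency means the concentration at half of the fitted maximal effect; 0% = DMSO controls and full agonism = EC100 isoproterenol or metaproterenol; nearly all actives have a fitted effect of over 65% in size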
* = called active by the depositor; ? = inconclusive; · = not tested or not shown; & = joins results of further samples; [ ] = dose if it differs, or a comment. Unless noted, the call rests on the fitted dose curve; in most records, active means well fitted curve in the direction sought with a large enough effect; inconclusive means small, poorly fitted or top-dose-only effect, or another doubt; inactive means no such curve, though single readings can be large; an effect the other way counts as inactive or inconclusive. These rows are one share of the data, so the mix of outcomes need not match the whole.

SMILES	BCR signal inh	FBPA coupling cs	PKM2 act	Giardia kill	Menin-MLL TR inh	Integrin act MD	Tb PFK inh	GALK inhibitor	PTAP TSG101 blk	S-ASM inh	B2AR arrestin
Cc1ccccc1CCNC(=O)c1cc(C2CC2)nc2c1cnn2C(C)C	4%	·	·	8	·	20%	0%	·	-2%	-8%	0.2%
Cc1cc(C)n(-c2nc(NCC(C)O)c3c4c(sc3n2)COC(C)(C)C4)n1 (stereo not given)	-1%	2	0%	-9	-9%	-19%	-4%	1%	-6%	143%[activator]	-0.5%
Cc1c(NC(=S)NC(=O)c2sc3ccccc3c2Cl)cccc1C(=O)O	?	21	-3%	-29	13%	-5%	-7%	14%	1%	1%	-0.3%
Cc1noc(C)c1NC(=O)Nc1ccc2c(c1)CC(=O)N([C@H](C)CO)C[C@@H](C)[C@H](CN(C)CC1CCCCC1)O2	1%	·	·	-21	·	-16%	-1%	·	-3%	0%	0.3%
CCOc1cc(/C=C/C(=O)OCC(=O)NC2CCS(=O)(=O)C2)ccc1OCc1ccccc1 (stereo not given)	?	0	12%	-10	9%	-35%	-3%	3%	0%	-3%	-0.9%
CCCCSc1nnc(-c2ccc(C)cc2)o1	?	1	-1%	-3	-23%	18%	-4%	-6%	·	5%	-0.3%
COc1ccccc1NC(=O)C1CCCN1C(=O)NCc1ccccc1 (stereo not given)	0%	1	6%	-4	4%	10%	1%	-1%	-6%	-2%	0.3%
O=C(Nc1ccccc1-c1ccccc1)c1cccs1	9%	0	0%	-1	15%	-3%	0%	0%	-3%	0%	-0.8%
Cc1cc(OCC(=O)N2CCN(c3ccc(F)cc3)CC2)c2c(C)cc(=O)oc2c1	-6%	-2	-3%	18	?	-17%	0%	-2%	-1%	2%	0.3%
O=C(O)C1CC=CCC1C(=O)Nc1ccccc1Cl (stereo not given)	3%	0	-3%	0	-1%	7%	-1%	6%	1%	1%	0.1%
CC(=O)c1ccc(Cc2cnc(N)s2)cc1	?	1	2%	0	0%	6%	0%	0%	-4%	-1%	-2.0%
CCC(=O)Nc1ccc2c(c1)ncn2C	8%	-1	-6%	-24	10%	6%	-1%	11%	-1%	1%	0.4%
CNC(=O)Cn1c(C)cc(=O)c2cccc(OC)c21	-1%	0	-4%	7	·	?	1%	-1%	-2%	-4%	0.1%
CCOC(=O)N1CCC(N(C(=O)Nc2ccc(CC)cc2)C(C)CC)CC1 (stereo not given)	1%	0	-4%	-13	1%	-18%	-8%	-4%	-11%	0%	-0.3%
CC1CCCC(NC(=O)COC(=O)COc2cccc(F)c2)C1C (stereo not given)	9%	·	·	6	·	-11%	5%	·	-3%	4%	-0.3%
CN=C(Nc1ccccc1)SC1CC(=O)N(c2ccc(C(=O)OC)cc2)C1=O (stereo not given)	?	-2	-11%	15	?	-20%	-4%	3%	-6%	-26%	0.3%
O=C(COc1ccccc1)Nc1ccccc1C(=O)NC1CC1	-1%	·	·	-1	·	-7%	-7%	·	-5%	-1%	0.0%
CCC(C)(C(=O)NC1CCCCC1)N(Cc1ccco1)C(=O)CC1NC(=O)NC1=O (stereo not given)	?	3	-13%	13	18%	21%	-2%	-2%	-1%	-3%	0.0%
CC1(C)C(=O)Nc2ccccc2N1C(=O)CN1C(=O)C(=O)N(C2CCCC2)C1=O	-2%	0	-3%	-1	-3%	-2%	-1%	1%	0%	5%	-0.5%
O=C(CSc1nnc(-c2ccncc2)n1-c1ccccc1Cl)Nc1ccc(C(=O)O)cc1	-6%	12	-1%	2	-12%	26%	-15%	0%	0%	1%	-0.5%
CCSc1ncc(Cl)c(C(=O)Nc2ccc(S(N)(=O)=O)cc2)n1	-16%	0	·	2	21%	0%	-1%	2%	0%	-4%	0.1%
COc1cc(NC(=O)c2cnc(N)s2)cc(C(=O)Nc2cccc(C(F)(F)F)c2)c1	?	0	-7%	-3	·	20%&14%	?	-24%	-1%	-14%	-0.5%
OC(CNCc1ccccc1C(F)(F)F)C(F)(F)F (stereo not given)	-10%	0	-1%	-10	3%	-21%	-3%	4%	-8%	5%	0.1%
CCN(CC)S(=O)(=O)c1cccc(-c2nnc(SC(C)C(N)=O)n2CCc2ccccc2)c1 (stereo not given)	-8%	0	10%	6	-2%	1%	3%	3%	0%	0%	0.1%
O=C1/C(=C\c2cc(Br)cc(Br)c2O)SC(=S)N1Cc1ccccc1	-2%	5	·	4	?	-61%[inhibitor]	3%	-2%	1%	-5%	-0.1%

Continued:
SMILES	BCR signal inh	FBPA coupling cs	PKM2 act	Giardia kill	Menin-MLL TR inh	Integrin act MD	Tb PFK inh	GALK inhibitor	PTAP TSG101 blk	S-ASM inh	B2AR arrestin
COc1ccc(NC(=O)CN(C)C(=O)CCNC(=O)Nc2ccccc2)cc1	8%	·	·	-25	·	-3%	-3%	·	1%	0%	-1.8%
COc1ccccc1N1CCN(C(=O)c2nn(C)c3c2CS(=O)(=O)c2ccccc2-3)CC1	3%	·	·	-10	·	14%	0%	-6%	-7%	2%	-0.1%
Cc1ccc(C(=O)N(CC(=O)NC2CCCC2)c2ccccc2C)s1	13%	-3	·	17	-17%	11%	-3%	10%	-9%	-4%	0.3%
O=C(Nc1ccccc1)c1cc2c(=O)c3ccccc3oc2nc1C(F)(F)F	2%	3	-2%	-2	?	10%	-4%	2%	-4%	1%	-0.2%
COc1ccc(C2=Nc3ccc(Br)cc3C(c3ccccc3)N2CC(=O)NN)cc1 (stereo not given)	-3%	-4	1%	-18	-8%	24%	-3%	-2%	-6%	7%	-0.4%
Cc1c(N2C(=O)/C(=C\c3cccc4ccccc34)SC2=S)c(=O)n(-c2ccccc2)n1C	?	0	0%	-11	-22%	-10%	-3%	-2%	-1%	?	-0.9%
CCOc1cc(C2C(C(=O)N3CCOCC3)=C(C)NC3=C2C(=O)CCC3)ccc1O (stereo not given)	?	-4	0%	24	-5%	22%	-1%	-3%	-2%	-3%	0.5%
CCC(CC)NC(=O)CSc1nnc(-c2c[nH]c3ccccc23)o1	3%	-1	4%	7	0%	2%	-5%	0%	3%	0%	-0.2%
Cn1c(CNC(=O)C(Cc2ccccc2)NC(=O)c2cccc(F)c2)cc(=O)n(C)c1=O (stereo not given)	1%	-1	·	35[activator]	-6%	11%	-4%	3%	-5%	2%	-0.7%
CS(=O)(=O)NN1C(=O)c2ccccc2NC1c1cc2ccccc2nc1Cl (stereo not given)	1%	4	3%	-5	2%	-9%	21µM*	-1%	-3%	-2%	-0.9%

Given field by field: entries from further up
> Cc1ccc(C(=O)N(CC(=O)NC2CCCC2)c2ccccc2C)s1
  BCR signal inh: 13%	FBPA coupling cs: -3	PKM2 act: ·	Giardia kill: 17	Menin-MLL TR inh: -17%	Integrin act MD: 11%	Tb PFK inh: -3%	GALK inhibitor: 10%	PTAP TSG101 blk: -9%	S-ASM inh: -4%	B2AR arrestin: 0.3%

> O=C(Nc1ccccc1)c1cc2c(=O)c3ccccc3oc2nc1C(F)(F)F
  BCR signal inh: 2%	FBPA coupling cs: 3	PKM2 act: -2%	Giardia kill: -2	Menin-MLL TR inh: ?	Integrin act MD: 10%	Tb PFK inh: -4%	GALK inhibitor: 2%	PTAP TSG101 blk: -4%	S-ASM inh: 1%	B2AR arrestin: -0.2%

> COc1ccc(C2=Nc3ccc(Br)cc3C(c3ccccc3)N2CC(=O)NN)cc1 (stereo not given)
  BCR signal inh: -3%	FBPA coupling cs: -4	PKM2 act: 1%	Giardia kill: -18	Menin-MLL TR inh: -8%	Integrin act MD: 24%	Tb PFK inh: -3%	GALK inhibitor: -2%	PTAP TSG101 blk: -6%	S-ASM inh: 7%	B2AR arrestin: -0.4%
